# Assay outcomes (PubChem)
# Rev-erbA mod = modulators of human Rev-erb alpha DNA binding; activity, % at 10 µM; P20393; AID 1259318; Rev-erbα–FITC-DNA binding, fluorescence polarization, 90 min; actives 0.79% (n = 370,000);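 active means activity above about 14%, limit read from the data; passing the limit was not always enough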;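 further: 0% = DMSO wells with 35 nM protein and 100% = DMSO wells with 750 nM protein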
# SMARCA2 act = activators of SMARCA2 function; actives 1% (n = 370,000); AID 652017; activation, % at 9.1 µM; MG213 cells, MMTV-luciferase reporter, dexamethasone, overnight; in the data active means activation above about 7.8%;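 further: 0% = vehicle wells and 100% = reference activator wells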
# DAX1 inh-1 = blocks DAX1 repression of SF-1 activated StAR promoter; HEK293T StAR-luciferase reporter, SF-1/DAX-1 repression relief; inhibition, % at 6.8 µM; actives 1.1% (n = 370,000); AID 652010;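 active means inhibition above the mean over all tested compounds plus 3 SD, cut at about 3.6% in these data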;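 further: 0% = DAX-1 cells with DMSO and 100% = cells lacking DAX-1 with DMSO; higher inhibition means more luminescence from relief of DAX-1 repression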
# hcDAF12 agonist = activators of H. contortus DAF-12 nuclear receptor | activation, % at 6.8 µM | HEK293 hcDAF-12 lit1-tk-luc reporter, luminescence; 0% DMSO, 100% Δ7-dafachronic acid | actives 1.4% (n = 370,000);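 active means activation above the mean of all tested compounds plus 3 SD, cut at about 5.5% in these data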;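 further: 100% = response to 3 µM Δ7-dafachronic acid high control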
# PLC-beta3 inh = inhibitors of human phospholipase C beta3. Q01970. Purified PLC-beta3, fluorogenic substrate, fluorescence. inhibition, % at 12.2 µM. actives 0.18% (n = 370,000); in the data active means inhibition above about 11%;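 further: 0% = median of compound wells on plate and 100% = full blocker control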
# MBD2 inh = blocks human MBD2 binding to methylated DNA | Q9UBB5 | actives 0.31% (n = 370,000) | TR-FRET, MBD2 binding to methylated oligonucleotide | inhibition, % at 4.4 µM; in the data active means inhibition above about 13%
# hgDAF-12 ag = agonists of H. glycines DAF-12 nuclear receptor | HEK293 GAL4-hgDAF12 UAS-luciferase reporter, agonist luminescence; normalized to butyrate control | activation, % at 6.8 µM | actives 1.8% (n = 370,000);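 active means activation above a cutoff set at the mean of all screened compounds plus 3 SD, cut at about 10% in these data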;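 further: 0% = DMSO wells and 100% = sodium butyrate wells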
# ssDAF-12 act = activators of S. stercoralis DAF-12 nuclear receptor; HEK293 ssDAF-12/GRIP1 lit1-tk-luc reporter, luminescence; % of 3 µM dafachronic acid response; activation, % at 6.8 µM; actives 1% (n = 370,000); AID 652126;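 active means activation above the mean over all tested compounds plus 3 SD, cut at about 0.9% in these data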;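 further: 0% = DMSO-only wells and 100% = 3 µM delta7-dafachronic acid wells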
# ADAM17 inh = inhibitors of human ADAM17; actives 0.83% (n = 370,000); recombinant ADAM17, EDANS/DABCYL FRET peptide cleavage; P78536; AID 720648; inhibition, % at 6.95 µM;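 active means inhibition above the mean of compounds lying between control limits plus 3 SD, set per campaign, cut at about 8.5% in these data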;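 further: 0% = DMSO-only wells as the low control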
# DAX1 inh-2 = inhibitors of human orphan nuclear receptor DAX1 (NR0B1) | HEK293 Gal4-DAX1 luciferase reporter, luminescence | inhibition, % at 6.75 µM | actives 0.99% (n = 340,000) | AID 504766;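 active means inhibition above the mean over all tested compounds plus 3 SD, cut at about 4.2% in these data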;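 further: 0% = DAX1-transfected cells with DMSO and 100% = empty-vector control cells with DMSO; inhibition shows as a rise in luminescence from relieved DAX1 repression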
# PLC-gamma1 inh = PLC-gamma1 (human) inhibition, primary screen | P19174 | purified PLC-gamma1, fluorogenic substrate, fluorescence | inhibition, % at 12.2 µM | actives 0.84% (n = 370,000); in the data active means inhibition above about 9.5%
# Target sequence (P19174 whole entry, looked up): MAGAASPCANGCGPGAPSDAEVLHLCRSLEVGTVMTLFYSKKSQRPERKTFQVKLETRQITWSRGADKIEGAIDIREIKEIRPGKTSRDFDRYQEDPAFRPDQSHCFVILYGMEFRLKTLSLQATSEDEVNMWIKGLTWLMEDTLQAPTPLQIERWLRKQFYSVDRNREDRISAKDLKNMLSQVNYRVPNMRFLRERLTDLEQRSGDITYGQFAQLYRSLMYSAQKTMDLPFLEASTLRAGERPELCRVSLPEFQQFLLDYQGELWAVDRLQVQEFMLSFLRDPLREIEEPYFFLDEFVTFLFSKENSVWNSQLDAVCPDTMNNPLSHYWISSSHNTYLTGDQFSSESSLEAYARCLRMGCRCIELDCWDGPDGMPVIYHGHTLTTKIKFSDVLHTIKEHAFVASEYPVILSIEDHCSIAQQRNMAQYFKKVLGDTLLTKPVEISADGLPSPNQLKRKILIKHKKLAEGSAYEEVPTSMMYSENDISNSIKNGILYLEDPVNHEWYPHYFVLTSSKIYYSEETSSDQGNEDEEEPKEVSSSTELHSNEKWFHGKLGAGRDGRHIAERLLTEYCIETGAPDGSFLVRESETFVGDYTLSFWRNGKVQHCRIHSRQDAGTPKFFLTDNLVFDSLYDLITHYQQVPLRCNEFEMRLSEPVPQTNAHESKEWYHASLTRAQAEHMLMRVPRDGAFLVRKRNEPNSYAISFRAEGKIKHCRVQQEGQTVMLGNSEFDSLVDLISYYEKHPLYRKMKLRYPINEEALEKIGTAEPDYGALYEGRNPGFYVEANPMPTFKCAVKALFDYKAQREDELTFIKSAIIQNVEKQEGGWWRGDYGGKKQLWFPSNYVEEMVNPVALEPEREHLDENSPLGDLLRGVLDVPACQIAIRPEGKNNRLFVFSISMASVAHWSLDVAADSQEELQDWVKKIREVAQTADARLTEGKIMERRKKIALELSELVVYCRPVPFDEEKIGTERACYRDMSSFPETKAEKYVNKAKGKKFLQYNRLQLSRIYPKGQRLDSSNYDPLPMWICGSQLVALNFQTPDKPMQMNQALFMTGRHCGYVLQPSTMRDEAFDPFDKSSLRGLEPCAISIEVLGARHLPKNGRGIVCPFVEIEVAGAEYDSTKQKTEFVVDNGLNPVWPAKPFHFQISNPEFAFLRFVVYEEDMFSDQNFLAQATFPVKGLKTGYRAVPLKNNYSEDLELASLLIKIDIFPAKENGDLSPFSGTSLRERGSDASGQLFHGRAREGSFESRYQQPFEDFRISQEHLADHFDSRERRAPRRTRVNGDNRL
# * marks the source's active call; other numbers are inactive results; · = no result given.
# Below each SMILES: Rev-erbA mod	SMARCA2 act	DAX1 inh-1	hcDAF12 agonist	PLC-beta3 inh	MBD2 inh	hgDAF-12 ag	ssDAF-12 act	ADAM17 inh	DAX1 inh-2	PLC-gamma1 inh
> Cc1cc([N+](=O)[O-])nn1CC(=O)N/N=C/c1ccccc1Br
 : -6	-4	-0.2	-1.4	-11	4	-1.2	-1.8	-3	-0.8	-4
> Cc1cc(Br)ccc1NC(=O)CNC(=O)c1ccc(-n2cncn2)c([N+](=O)[O-])c1
 : -2	-1	0.2	0.6	-4	-3	1.8	-1.4	-4	0.2	-3
> CC1(C(=O)Nc2cnc3ccccc3c2)CCN1Cc1ccc(OC(F)(F)F)cc1 (stereo not given)
 : 2	-6	-0.8	-1.1	3	-2	-0.3	-0.9	1	·	0
> COc1ccccc1CNC(=O)C1CCC(CNS(=O)(=O)c2ccc(C)cc2)CC1 (stereo not given)
 : 1	-1	-0.1	-1.3	5	3	1.0	-1.4	0	0.3	3
> CCCN(CC(=O)Nc1ccc(F)c(F)c1F)C(=O)c1ccc2c(=O)n3c(nc2c1)CCC3
 : 3	0	1.5	0.3	-3	1	-3.3	-1.1	-2	1.0	1
> O=C(CCCN=C1NS(=O)(=O)c2ccccc21)OCc1ccc(F)cc1
 : 1	-5	-1.2	-0.2	-8	1	-1.3	-0.9	-1	0.1	0
> COC(CNC(=O)c1ccc2c(c1)ncn2C1CCCCCC1)OC
 : -1	3	-1.1	-2.0	-4	1	-1.8	-1.1	0	-1.2	5
> CC(=O)N1CCN(S(=O)(=O)c2cccc(C(=O)N(Cc3ccccc3)c3cccc(C)c3)c2)CC1
 : 5	-2	1.0	-2.2	-5	0	-0.7	-1.1	0	-1.8	-2
> Cc1ccc(-c2nnc(SCC(=O)N3CCOCC3)nc2-c2ccc(C)cc2)cc1
 : -2	0	0.6	-3.1	-21	5	-0.9	-1.7	-5	-1.1	-17
> N#C/C(C(=O)NCc1ccco1)=C1/SC(Cc2ccc(F)cc2)C(=O)N1c1ccccc1 (stereo not given)
 : 9	2	-0.3	-1.7	-7	8	0.6	-1.3	3	-0.8	4
> Cc1nc(N)c(C#N)c(-c2ccccc2Cl)c1C
 : 1	0	0.3	-2.1	-28	2	-2.8	-1.7	-36	-0.1	-24
> COc1ccccc1CCNC(=O)C(=O)NCC1OCCN1S(=O)(=O)c1ccc(Cl)cc1 (stereo not given)
 : 3	-1	-2.2	-2.1	1	0	-2.1	-1.2	3	-0.4	1
> CN1C(=O)N(c2cccc3ccccc23)C(n2cncn2)C1(C)C (stereo not given)
 : -9	-1	0.2	-0.9	6	-1	-0.3	-0.6	-1	0.7	3
> O=C(C1CCN(Cc2ccc(F)cc2)CC1)N1CCN(C/C=C/c2ccccc2)CC1
 : -1	-2	-0.3	0.8	4	2	-0.1	-1.6	0	-0.8	-3
> Cc1ccc2c(c1)nnn2C1CCN(CC(=O)N2CCN(c3ccc(F)cc3)CC2)CC1
 : 0	-2	0.4	-1.8	0	-5	-3.0	-1.9	-2	-0.7	0
> CC(C)c1ccc(N2CCN(C(=O)c3ccccc3NC(=O)/C=C\C(=O)O)CC2)cc1
 : -8	0	-0.5	1.7	-62	-2	3.0	-1.4	-13	1.4	-48
> O=C(NCc1ccccn1)Nc1ccc(Cl)cc1
 : -5	2	-0.1	0.4	-1	-3	2.9	-2.1	-7	0.5	-2
> COc1ccc2cc(C(=O)C3CCCN(C(=O)c4csnn4)C3)ccc2c1 (stereo not given)
 : -4	-3	-0.9	0.1	-186	-2	-1.9	-2.2	-172	0.4	-143
> O=C(CN(CC1CCCO1)C(=O)CNS(=O)(=O)c1ccccc1)NCc1ccco1 (stereo not given)
 : -6	0	0.3	-0.8	1	-4	-0.6	-0.9	1	-0.3	0
> N#C/C(=C\c1cc(Br)ccc1F)C(=O)NC1CC1
 : -6	-2	1.5	-0.5	-3	-1	-0.5	-0.6	1	0.6	2

# In a second layout: entries from further up.
Molecule | Rev-erbA mod | SMARCA2 act | DAX1 inh-1 | hcDAF12 agonist | PLC-beta3 inh | MBD2 inh | hgDAF-12 ag | ssDAF-12 act | ADAM17 inh | DAX1 inh-2 | PLC-gamma1 inh
O=C(NCc1ccccn1)Nc1ccc(Cl)cc1 | -5 | 2 | -0.1 | 0.4 | -1 | -3 | 2.9 | -2.1 | -7 | 0.5 | -2
COc1ccc2cc(C(=O)C3CCCN(C(=O)c4csnn4)C3)ccc2c1 (stereo not given) | -4 | -3 | -0.9 | 0.1 | -186 | -2 | -1.9 | -2.2 | -172 | 0.4 | -143
O=C(CN(CC1CCCO1)C(=O)CNS(=O)(=O)c1ccccc1)NCc1ccco1 (stereo not given) | -6 | 0 | 0.3 | -0.8 | 1 | -4 | -0.6 | -0.9 | 1 | -0.3 | 0

# Carrying on.
# Below each SMILES: Rev-erbA mod	SMARCA2 act	DAX1 inh-1	hcDAF12 agonist	PLC-beta3 inh	MBD2 inh	hgDAF-12 ag	ssDAF-12 act	ADAM17 inh	DAX1 inh-2	PLC-gamma1 inh
> c1ccc(CSc2ccc3nnc(-c4ccccn4)n3n2)cc1
 : 0	-3	-1.2	-2.3	-4	2	-2.9	-2.0	-3	-0.5	-4
> CNC(=S)N(CCc1c(C)[nH]c2ccccc12)Cc1cc(OC)c(OC)c(OC)c1
 : 2	-2	0.2	0.8	4	-3	-2.0	-1.6	3	0.5	2
> COc1ccc2cc(CN(CC3CCCO3)C(=S)Nc3ccccc3)c(=O)[nH]c2c1 (stereo not given)
 : 1	0	-2.6	-0.7	4	-2	-0.3	-1.5	-3	-2.0	2
> CC(NC(=O)COC(=O)c1cccs1)c1ccccc1 (stereo not given)
 : -1	0	-0.1	-1.0	-7	2	4.0	-0.9	-2	2.3	0
> COc1ccc(-c2cc(-c3nnc(SCC(=O)Nc4ccccc4-c4ccccc4)n3N)[nH]n2)cc1
 : -5	-5	-1.5	-3.1	-2	-1	0.9	-1.5	2	·	-3
> Cc1ccc(C)c(N(C)C(=O)c2cc3c(=O)[nH]c4ccc(C)cc4c3s2)c1
 : 0	-1	-0.1	-1.6	-11	6	-0.5	-2.2	-4	-0.9	2
> Cc1cc(NC(=O)c2noc3c2CCc2ccccc2-3)no1
 : -2	0	1.2	0.2	2	1	-1.2	-1.0	-2	-0.1	-1
> CC1CN(C(=O)CSc2nnc(NC(=O)NC(C)(C)C)s2)CC(C)O1 (stereo not given)
 : 0	0	-0.6	-1.2	0	0	0.0	-0.7	0	0.8	-1
> CC(=O)Nc1cccc(OCC(=O)Nc2sccc2C(N)=O)c1
 : -2	7	2.4	3.1	-11	-5	12*	-0.3	-4	2.2	-3
> C=C(C)CC(Nc1ccc(OC)cc1)c1ccco1 (stereo not given)
 : -3	0	-0.1	0.9	3	-2	0.5	-0.7	0	-0.2	3

# Complete entries, quoted from the list.
# `C=C(C)CC(Nc1ccc(OC)cc1)c1ccco1` (stereo not given) is listed with Rev-erbA mod: -3; SMARCA2 act: 0; DAX1 inh-1: -0.1; hcDAF12 agonist: 0.9; PLC-beta3 inh: 3; MBD2 inh: -2; hgDAF-12 ag: 0.5; ssDAF-12 act: -0.7; ADAM17 inh: 0; DAX1 inh-2: -0.2; PLC-gamma1 inh: 3
# `O=C(CN(CC1CCCO1)C(=O)CNS(=O)(=O)c1ccccc1)NCc1ccco1` (stereo not given) is listed with Rev-erbA mod: -6; SMARCA2 act: 0; DAX1 inh-1: 0.3; hcDAF12 agonist: -0.8; PLC-beta3 inh: 1; MBD2 inh: -4; hgDAF-12 ag: -0.6; ssDAF-12 act: -0.9; ADAM17 inh: 1; DAX1 inh-2: -0.3; PLC-gamma1 inh: 0

# Further entries follow.
# Below each SMILES: Rev-erbA mod	SMARCA2 act	DAX1 inh-1	hcDAF12 agonist	PLC-beta3 inh	MBD2 inh	hgDAF-12 ag	ssDAF-12 act	ADAM17 inh	DAX1 inh-2	PLC-gamma1 inh
> Cc1cc(C(=O)NCC(C)C)c2ccccc2n1
 : 0	4	0.2	1.5	4	1	-0.5	-0.1	0	1.2	1
> Cc1ccc(NC(=O)C(=O)NCCCN2CC(C(=O)O)CC2=O)cc1 (stereo not given)
 : 1	0	-0.1	-1.2	-1	-2	0.9	-0.2	6	0.1	3
> CC12CCC(C(=O)NCc3ccc4c(c3)OCO4)(OC1=O)C2(C)C (stereo not given)
 : -6	0	-0.3	0.4	-1	0	0.2	-1.4	-4	0.3	0
> COc1cccc(NC(=O)c2ccc(NCCCN3CC(C)CC(C)C3)c([N+](=O)[O-])c2)c1 (stereo not given)
 : 1	6	-1.2	-2.0	3	-11	1.3	-2.4	-3	0.5	3
> CC(C)c1ccc(NC(=O)Cn2ncc3ccccc32)cc1
 : 3	3	1.3	2.7	4	1	9.1	-0.9	1	1.8	0
> CCCC[C@@H]1C[C@H]1[C@@H](NC(=O)c1ccco1)c1ccc(C(=O)OC)cc1
 : -2	2	0.2	0.7	-2	-5	3.6	-0.7	-2	·	-2
> COC(=O)c1ccccc1NN=Nc1ccccc1[N+](=O)[O-]
 : -1	-2	-1.0	3.6	13*	0	0.2	-0.6	7	0.3	2
> CC1=C(C(=O)N(C(C)C)C(C)C)CC(CC(=O)NCc2ccco2)C(=O)N1CCCN1CCCC1=O (stereo not given)
 : -4	-1	-0.4	-1.4	0	1	-1.2	-0.9	-2	·	1
> Cc1cc(C)c2cc(C#N)c(SCC(=O)NCc3ccco3)nc2c1
 : 7	-3	-1.5	-2.1	-38	-1	-4.7	-2.0	-13	-0.7	-32
> Nc1nc2c(nnn2C2CC(O)C(CO)O2)c(=O)[nH]1 (stereo not given)
 : -10	3	2.2	1.3	-2	1	-0.2	-1.4	-4	·	-3
> COc1ccc(N2CCN(CC(=O)Nc3c(C)cc(C)cc3C)CC2)cc1
 : 3	1	-0.5	-0.6	1	2	-0.8	-1.4	-4	-0.3	4

# An unsorted share of the library; any-hit rate near 7.4%.
